Screening results deposited in PubChem by Emory University Molecular Libraries Screening Center.
14-3-3g Raf = modulators of 14-3-3 gamma protein binding, primary screen, biochemical, fluorescence polarization; 14-3-3 protein gamma (Homo sapiens), P61981; FP, 14-3-3gamma / TMR-pS259-Raf peptide binding; inhibition, % at 40 µM; 0.19% of 160,000 active; in the data active = inhibition above about 30%;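 also: 0% = protein plus tracer without compound and 100% = blank with tracer alone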
Target sequence (P61981 whole entry, looked up): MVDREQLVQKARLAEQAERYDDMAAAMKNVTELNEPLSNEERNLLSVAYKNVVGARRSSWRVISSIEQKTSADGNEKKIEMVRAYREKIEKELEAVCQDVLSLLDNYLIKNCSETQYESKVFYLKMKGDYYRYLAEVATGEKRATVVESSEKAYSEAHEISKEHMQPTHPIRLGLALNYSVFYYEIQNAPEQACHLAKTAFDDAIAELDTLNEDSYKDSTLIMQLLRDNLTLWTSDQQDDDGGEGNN
Numbers without * were called inactive; & = joins results of further samples. An excerpt, so the mix of outcomes need not match the whole.

SMILES	14-3-3g Raf
Cc1cccc(-n2nc3c(c2NC(=O)c2cc([N+](=O)[O-])ccc2Cl)CS(=O)(=O)C3)c1C	-2
Cn1c(=O)c2nc(-c3ccccc3Br)oc2c2ccccc21	-3
CCOC(=O)c1c(NC(=O)c2ccc(Cn3nc(C)c([N+](=O)[O-])c3C)o2)sc(C)c1C	-15
CC(=O)c1c(C)oc2ccc(N(C(C)=O)S(=O)(=O)c3cc(C)c(C)cc3C)cc12	-5
COc1ccc2c(c1)C1NC(=S)N(c3ccccc3C)C(C)(O2)C1C(=O)N(C)C (stereo unspecified)	-2
COC(=O)C1=C(C)Nc2ncnn2C1c1ccc(OCc2ccccc2)cc1 (stereo unspecified)	-6&-6
CCOc1ccc(CC2SC(N)=NC2=O)cc1 (stereo unspecified)	13
COC(=O)C1=C(C)OC(N)=C(C#N)C1c1cc(OC)ccc1OC (stereo unspecified)	-10
O=C(NCc1ccco1)c1ccc2c(=O)n(Cc3cccc(Br)c3)c(=S)[nH]c2c1	0
O=C(NCc1cccnc1)C(=O)Nc1cccc(Cl)c1	-6
O=[N+]([O-])c1ccc(-c2nc3c4ccccc4nc(=S)n3[nH]2)cc1	-8
O=C(NC(c1ccccc1)c1ccccc1)N1CCN(CCO)CC1	10
CN(C)C(=O)c1ccc(N2C(=O)C3C4C=CC(C4)C3C2=O)cc1 (stereo unspecified)	-11
Cc1cc([N+](=O)[O-])cc2sc(NC(=O)c3ccc([N+](=O)[O-])cc3)nc12	1
COc1ccccc1Nc1ncc(C(=O)NCCCN2CC(C)CC(C)C2)c2ccccc12 (stereo unspecified)	-9
O=C(Nc1ccccc1-c1nc2ccccc2s1)c1ccc(S(=O)(=O)N2CCCCCC2)cc1	-1
Cc1csc(NC(=O)c2cc3cc(Br)ccc3oc2=O)n1	-8
CCOC(=O)c1ccccc1NC(=O)c1cnn2c1NC(c1ccccc1)CC2C(F)(F)F (stereo unspecified)	7
CCn1c(SCC(=O)O)nc2sc3c(c2c1=O)CCC3	-2
Cc1c(NC(=O)C2(C)CCCCC2)c(=O)n(-c2ccccc2)n1C	1
Nc1ccc(S(=O)(=O)N2CCCc3ccccc32)cc1	-1
O=C(Cc1cn2ccsc2n1)OCc1ccccc1	-2
CCOc1ccccc1NC(=O)CSc1nccn1-c1cccc(C)c1	-100
COC(=O)COc1ccc(S(=O)(=O)N2CCOCC2)cc1	-2
CC(C)c1nc(SCc2ccccn2)c2c(=O)n(C)c(=O)n(C)c2n1	2
CCCCNC(=O)c1nn2c(C(F)(F)F)cc(-c3ccc(OC)cc3)nc2c1Br	6
CC(=O)N1CCc2cc(S(=O)(=O)CCC(=O)N3CCN(Cc4ccc5c(c4)OCO5)CC3)ccc21	-9
CN(C(=O)c1ccccn1)C1(C(=O)NC2CCCCC2)CCCCC1	-13
Cc1nc(SCC(C)C)[nH]c(=O)c1Cc1ccccc1	-4
CCNC(=O)C1CCN(S(=O)(=O)c2ccc(C)cc2)CC1	0
O=c1c2cn[nH]c2[nH]c(=S)n1-c1ccccc1Cl	-4
COc1ccc(NS(=O)(=O)c2ccc(O)c(C(=O)OCC(=O)N3CC(C)OC(C)C3)c2)cc1 (stereo unspecified)	7
CCOC(=O)c1sc2nc(C)nc(Nc3ccccc3)c2c1C	3
Nc1cccc(C(=O)Nc2ccco2)c1	-9
CCC(=O)N1CCc2cc(Br)cc(S(=O)(=O)NCCCN3CCCCC3)c21	-7
N#Cc1nc(-c2ccccc2)oc1NCCN1CCCCC1	-4&12
COc1ccc(COC(=O)C2=C(C)NC3=C(C(=O)CC(C)(C)C3)C2c2ccc(Cl)c([N+](=O)[O-])c2)cc1 (stereo unspecified)	-6
CC(C)Cc1nnc(NC=O)s1	0
O=S(=O)(N=C(c1ccccc1F)N1CCOCC1)c1ccccc1	6
COc1cccc(N2C(=O)CC(N3CCN(C)CC3)C2=O)c1 (stereo unspecified)	-11
COc1cccc2c(C)c(C(=O)O)[nH]c12	-30
CCOC(=O)c1ccc(N=Cc2ccc(N3CCOCC3)cc2)cc1	-40
CC(=O)NCCn1c(SCc2ccccc2Cl)nc2ccccc2c1=O	-6
CN(Cc1ccccc1)C(=O)C1CCC(CNS(=O)(=O)c2cccs2)CC1 (stereo unspecified)	-9
COc1cc2c(=O)n(Cc3ccccc3)c(=O)n(CC(=O)Nc3cc(C(F)(F)F)ccc3Cl)c2cc1OC	-1
CCOC(=O)c1sc2cc([N+](=O)[O-])cc(SCC(C)C)c2c1-n1cccc1	-12
CC(C)c1ccc(OCC(=O)NCCN2CCOCC2)c(Br)c1	3
CCN(CC)S(=O)(=O)c1ccc(N)cc1	-6
O=C(NCc1ccc2c(c1)OCO2)c1ccc2c(=O)n(CCC3=CCCCC3)c(=O)[nH]c2c1	-21
O=C(O)CSc1nnc(-c2ccco2)n1Cc1ccccc1	5
CCCCNC(=O)n1c(=O)oc2cc(S(=O)(=O)N3CCCCC3)ccc21	9
CCOC(=O)c1cnc2ccc(C(=O)OC)cc2c1NCc1ccco1	-2&5
CC1=C(C(=O)OC(C)C)C(c2ccncc2)C2=C(CC(c3ccccc3)CC2=O)N1 (stereo unspecified)	-4
CCOC(=O)c1ccc(N2C(=O)C3C4C=CC(C)(O4)C3C2=O)cc1 (stereo unspecified)	-35
Cc1ccccc1C1=CC(Cl)=C(c2cccs2)Oc2ccccc21	-20
Cc1cc(C)cc(NC(=O)CSc2nnc(-c3ccccc3Br)o2)c1	-6
Nc1c(C(=O)Nc2ccc(F)cc2)nnn1-c1ccc2c(c1)OCCO2	1
COc1cccc(C(=O)NC2CCN(CC(=O)NCc3ccccc3OC)CC2)c1	-10
Cc1noc(C)c1C(=O)NC(C)c1ccc2c(c1)OCO2 (stereo unspecified)	-12
CSc1cccc(NC(=O)CSc2ccccc2)c1	-3

The list goes on.
SMILES	14-3-3g Raf
O=c1nc(N2CCOCC2)c(Cl)cn1-c1nc(-c2ccccc2)oc1-c1ccccc1	-2
Cc1ccc(S(=O)(=O)NC2=NCN(CCOC(=O)c3ccc([N+](=O)[O-])cc3)CN2)cc1	4
CCC1Oc2ccc(Cl)cc2N(C(C)C(=O)NCCC(C)C)C1=O (stereo unspecified)	-6
CCOc1ccc(NC(=O)CSc2nnc3n2CCCCC3)cc1	4
Cc1nc2c(C(=O)NCCc3ccccc3)cnn2c(C)c1Cc1ccc(F)cc1	0
COCCn1c(SCC(=O)N2CCOCC2)nnc1-c1c[nH]c2ccccc12	-4
CCOc1ccc(C(=O)Nc2ccc(O)c(-c3nc4ccccc4o3)c2)cc1	-256
CCC(Cc1ccccc1)NC(=O)C1CCN(S(=O)(=O)c2c(C)n[nH]c2C)CC1 (stereo unspecified)	6
Cc1ccc(OCc2nc(-c3ccc(Cl)cc3)no2)c(Br)c1	0
Cc1ccc(Cc2nc3cc(C)c(C)cc3[nH]c2=O)c(C)c1	-1
Cc1ccc(-n2cnc3cc(C(=O)NC4CCCCCC4)ccc32)c(C)c1	-25
CCC(C)C(NS(=O)(=O)c1cccc2nsnc12)C(=O)O (stereo unspecified)	-7
COc1cc(C)nc(N(CC(N)=O)S(=O)(=O)c2ccccc2)n1	8
O=C(CCCn1c(=O)c2ccccc2n(Cc2cccc(F)c2)c1=O)NCc1ccccc1Cl	-4
CCC(C)[C@H](NC(=O)NCc1cccc(OC)c1)C(=O)O (stereo partly specified)	6
O=C(CN1C(=O)CSc2ccc(S(=O)(=O)N3CCCCC3)cc21)NCc1cccnc1	-11
C=C(C)COc1ccc(-c2n[nH]c(C)c2-c2ccccc2)c(O)c1	2
CCOC(=O)c1cnc(SCC(=O)Nc2nnc(CC)s2)nc1N	-7
N#Cc1c(N=Cc2ccccc2O)oc(-c2ccoc2)c1-c1ccco1	-49
O=C(Nc1ccc(S(=O)(=O)Nc2ccc(F)cc2)cc1)C(c1ccccc1)c1ccccc1	2
O=C(CCNS(=O)(=O)c1ccc(Br)cc1)NCc1ccc2c(c1)OCO2	-4
Cc1ccc(S(=O)(=O)Nc2ccccc2C(=O)Nc2nc3c(s2)CC(C)CC3)cc1 (stereo unspecified)	12
O=C1C(=O)N(c2ccc(S(=O)(=O)Nc3nccs3)cc2)C(c2ccc(Br)cc2)/C1=C(\O)c1ccc(Cl)cc1 (stereo unspecified)	-11
CC1CCN(CC(=O)Nc2c3c(nc4ccccc24)CCC3)CC1	-15
O=C1N=C(N2CCOCC2)S/C1=C1\C(=O)N(Cc2ccccc2)c2ccc(Br)cc21	-5
Cc1ccc(C)c(-n2c(SCC(=O)Nc3nnc(C)s3)nnc2-c2ccoc2C)c1	-6
CCc1nc2ccccc2n1CC(=O)N1CCN(S(=O)(=O)c2cccc(C(F)(F)F)c2)CC1	-3
CCOC(=O)c1nn(-c2ccc([N+](=O)[O-])cc2)c(=Nc2cccc3ccccc23)s1	-7
CC(=O)Nc1ccc(SCC(=O)N(CCC#N)c2ccc(C)cc2)cc1	-14
CSC1=NC2(CCCCC2)C2=C(CCCC2)N1	0

Next section (2 carried over from the part before).
SMILES	14-3-3g Raf
CC(=O)Nc1ccc(SCC(=O)N(CCC#N)c2ccc(C)cc2)cc1	-14
CSC1=NC2(CCCCC2)C2=C(CCCC2)N1	0
C=CCSc1nnc2c(n1)OC(c1ccc(OC)c(OC)c1)N(C(C)=O)c1ccccc1-2 (stereo unspecified)	2
Oc1ccc(N2CCN(c3ncnc4sc5c(c34)CCC5)CC2)cc1	1
COc1cc2c(C(=O)N(C)c3cc(Cl)ccc3OC)cn(CC(C)C)c(=O)c2cc1OC	-9
Cc1cc(Nc2cccc(Cl)c2)nc(NCc2ccccc2)n1	-7
O=S1(=O)CCC(NS(=O)(=O)c2ccc(Cl)cc2)C1 (stereo unspecified)	-8
COc1cc(OC)nc(NC(=O)CN2CCN(c3ccc(F)cc3)CC2)n1	14
Cc1ccc(NC(=O)NCCCN2CCOCC2)cc1	-6
O=C(O)Cn1cnc2sc(-c3ccccc3)cc2c1=O	-7
Cc1cc(O)c(-c2cc(C(=O)NCc3ccc4c(c3)OCO4)[nH]n2)cc1C	-1
CC1Cn2c(nnc2-c2cc3ccccc3cc2O)S1 (stereo unspecified)	-9
COc1cc(C)nc(NS(=O)(=O)c2ccccc2Cl)n1	-66
CCc1ccccc1S(=O)(=O)Cc1ccc(C(=O)NC(C)C)o1	2
Cc1ccc(N2CCN(c3ccc(C)cc3)C2c2ccncc2)cc1	3&-2
CCOC(=O)c1c(NC(=O)CSc2n[nH]c(-c3ccco3)n2)sc(C)c1C	-3
Cc1ccc(C(=O)CSc2nnc(-c3ccco3)o2)o1	-4
O=C(CCNC(=O)Cn1cnc2ccccc2c1=O)NCC1COc2ccccc2O1 (stereo unspecified)	-10
COc1ccc(C(=O)O)cc1S(=O)(=O)Nc1cccc(C)c1	-3
O=C(CSc1ccccc1C(=O)NCCCN1CCCC1=O)NCc1ccco1	-1
O=c1c2cc(N3CCOCC3)ccc2[nH]c(=S)n1CCC1=CCCCC1	-4
COc1ccc(Cl)cc1C(=O)Nc1ccc2c(c1)OCO2	-6
Cc1cccc2nc(Cn3c(=O)n(Cc4ccccc4)c(=O)c4c5c(sc43)CCC5)cc(=O)n12	-48
O=C(Oc1cccc2cccnc12)c1cccc(Cl)c1	-11
c1coc(CSCc2cn3cccnc3n2)c1	-1
Cn1cnc2c(NCc3ccccc3)nc(NCCO)nc21	-1
CCN(Cc1ccccc1)S(=O)(=O)c1ccc2c(c1)CCC(=O)N2	-43
COc1ccc(NC(=O)CSc2nc3ccccc3c(=O)n2C2CCCCC2)c(OC)c1	-1
Cc1ccccc1Nc1nc(C2(C)CC(CCC(C)C)C(=O)O2)cs1 (stereo unspecified)	-18
O=C(OCC1OC(n2ccc(=O)[nH]c2=O)C(Cl)C1O)c1ccccc1 (stereo unspecified)	5
COc1ccc(C2C(C#N)=C(N)OC3=C2C(=O)CC(C)C3)c(OC)c1OC (stereo unspecified)	-4
CCOC(=O)c1c(NC(=O)COc2cc(C)c(Cl)c(C)c2)sc(C(C)=O)c1C	2
O=C(CCn1c(=O)c2ccccc2n(Cc2cccc(Cl)c2)c1=O)NCc1ccccc1Cl	-5
O=C(N1CCOCC1)N(Cc1ccccc1)c1ccccn1	-8
COc1ccc(CCN2CC(C(=O)NC3CCCC3)CC2=O)cc1OC (stereo unspecified)	-2
Cn1c(=O)nc(-c2ccccc2)c2cc([N+](=O)[O-])ccc21	2
Cc1cccc(-n2ncc3c(N(CC(C)C)CC(C)C)ncnc32)c1	-5
NC(=O)Cn1c(=O)n(Cc2ccc3c(c2)OCO3)c(=O)c2ccccc21	6
Cc1ccc2nc3nc(C)cc(C)c3c(N)c2c1	-15
CC(C)(C)C(=O)Nc1ccc(C(=O)Nc2nccs2)cc1	-4
O=C1OCCC1Sc1ncnc2sc3c(c12)CCC3 (stereo unspecified)	-3
CC1CCN(c2cc(N3CCCCCC3)c(F)cc2[N+](=O)[O-])CC1	-3
Cc1onc(-c2ccccc2Cl)c1C(=O)NC(C)CCCC(C)C (stereo unspecified)	5

Entries listed so far with two or more sulfur atoms, in the order listed:
SMILES	14-3-3g Raf
O=C(Nc1ccccc1-c1nc2ccccc2s1)c1ccc(S(=O)(=O)N2CCCCCC2)cc1	-1
CCn1c(SCC(=O)O)nc2sc3c(c2c1=O)CCC3	-2
CN(Cc1ccccc1)C(=O)C1CCC(CNS(=O)(=O)c2cccs2)CC1 (stereo unspecified)	-9
CCOC(=O)c1sc2cc([N+](=O)[O-])cc(SCC(C)C)c2c1-n1cccc1	-12
CSc1cccc(NC(=O)CSc2ccccc2)c1	-3
CCC(C)C(NS(=O)(=O)c1cccc2nsnc12)C(=O)O (stereo unspecified)	-7
O=C(CN1C(=O)CSc2ccc(S(=O)(=O)N3CCCCC3)cc21)NCc1cccnc1	-11
CCOC(=O)c1cnc(SCC(=O)Nc2nnc(CC)s2)nc1N	-7
Cc1ccc(S(=O)(=O)Nc2ccccc2C(=O)Nc2nc3c(s2)CC(C)CC3)cc1 (stereo unspecified)	12
O=C1C(=O)N(c2ccc(S(=O)(=O)Nc3nccs3)cc2)C(c2ccc(Br)cc2)/C1=C(\O)c1ccc(Cl)cc1 (stereo unspecified)	-11
Cc1ccc(C)c(-n2c(SCC(=O)Nc3nnc(C)s3)nnc2-c2ccoc2C)c1	-6
O=S1(=O)CCC(NS(=O)(=O)c2ccc(Cl)cc2)C1 (stereo unspecified)	-8
CCOC(=O)c1c(NC(=O)CSc2n[nH]c(-c3ccco3)n2)sc(C)c1C	-3
O=C1OCCC1Sc1ncnc2sc3c(c12)CCC3 (stereo unspecified)	-3
